PAFAH2 inh – PAFAH2 (human) inhibition. Q99487. recombinant PAFAH2, FP-rhodamine activity probe, fluorescence polarization. inhibition, % at 3.39 µM. 340,000 compounds, 0.99% hits;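 active means inhibition above the mean over all tested compounds plus 3 SD, cut at about 30% in these data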;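 further: inhibitors block probe labeling of enzyme so polarization drops; 0% = enzyme with DMSO and 100% = wells lacking PAFAH2 protein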
An asterisk follows results filed as active.

PAFAH2 inh | canonical_smiles
3 | CC1CCN(S(=O)(=O)c2ccc(NC(=O)CCNC(=O)c3ccc(Cl)cc3)cc2)CC1
3 | CCOc1ccccc1NC(=O)C1CCCC1
-3 | CCC(=O)N1CCN(c2ccc(NC(=O)c3ccc([N+](=O)[O-])o3)cc2)CC1
0 | COc1ccc(C(C)(C)C)cc1S(=O)(=O)NCC1CCCO1 (stereo unspecified)
-3 | COc1ccc(CN(C)C(=O)/C=C/c2ccc(S(=O)(=O)N3CCOCC3)cc2)cc1F
5 | COc1ccc(C(=O)NCCCn2cccn2)cc1OC1CCN(C(C)=O)CC1
-1 | O=C(NNC(=O)c1cc(-c2ccc(Br)cc2)nc2ccccc12)c1csc(N2CCOCC2)n1
27 | CCn1ncc(CN2CCC(Oc3cc(C(=O)NC4CC4)ccc3OC)CC2)c1C
-4 | CSCC[C@H](NC(=O)Cc1c(C)c2c(cc(C)c3c(C)coc32)oc1=O)C(=O)O
10 | O=C(C(=NNc1ccccc1)c1ccccc1)c1ccccc1
-3 | CCOC(=O)c1c(C)n(-c2ccc(C)cc2)c2ccc(OCC(O)CN3CCN(C)CC3)cc12 (stereo unspecified)
-2 | COC(C[C@H](O)CC(=O)[C@H](C)OCc1ccccc1)OC
62* | Cc1cccc(C2C3=C(Nc4[nH]n(-c5ccccc5)c(=O)c42)c2ccccc2C3=O)c1 (stereo unspecified)
-3 | CN1C(CCl)Nc2cc(Cl)c(S(N)(=O)=O)cc2S1(=O)=O (stereo unspecified)
3 | O=c1c2c(-c3cccc([N+](=O)[O-])c3)ccnc2[nH]n1-c1ccccc1
1 | O=C(NN=Cc1ccc([N+](=O)[O-])cc1)c1ccncc1
6 | Cc1ccc(OCC(=O)NNC(=S)NC(=O)c2ccc(Br)o2)c(C)c1
-3 | CCOc1cc(-c2nc(-c3ccc(C)nc3OC)no2)cc(OCC)c1OCC
7 | Nc1c(Cl)cc2c(c1Br)Cc1ccccc1-2
4 | O=C(O)c1ccc([N+](=O)[O-])cc1-c1cc([N+](=O)[O-])ccc1C(=O)O
3 | O=C(O)COc1ccccc1/C=N/n1c(C2CCCCC2)n[nH]c1=S
1 | Oc1ccc2ccccc2c1CN1CCCCC1
2 | O=C(c1ccc(S(=O)(=O)NCc2ccco2)cc1)N1CCN(Cc2ccccc2F)CC1
3 | O=C(Cc1cccc(NC(=O)C2CCCN(C(=O)C3CCC3)C2)c1)Nc1ccc(C(=O)N2CCCCC2)cc1 (stereo unspecified)
8 | Cc1ccc(OCC(=O)NNC(=S)NC(=O)C2CC2)c(C)c1
-4 | Nc1ccc2c(c1)Cc1cc(Cl)c(Cl)cc1-2
-1 | COC(=O)C(CC(=O)c1ccc(Cl)cc1)c1ccccc1 (stereo unspecified)
-1 | O=C(OCC1OC(n2ccc(=O)[nH]c2=O)C2OC12)c1ccccc1 (stereo unspecified)
9 | COC(=O)C1CCCCN1C(=O)c1ccc2oc(Cc3ccccc3)nc2c1 (stereo unspecified)
0 | CN(C)c1ccc2c(c1)C(=NO)c1ccccc1-2
4 | C[C@@]12C(=O)N(CC3CCCO3)CC(=O)N1[C@@H]1c3ccccc3OC[C@@H]1[C@@H]2c1ccccc1 (stereo partly specified)
1 | COc1ccc(C(=O)NC2=NCCS2)c(OC)c1
3 | O=C1C(F)=CC(COC(c2ccccc2)(c2ccccc2)c2ccccc2)OC1n1cc(F)c(=O)[nH]c1=O (stereo unspecified)
-7 | CCOC(=O)c1ccc(-n2cc(C(=O)c3cccnc3)nn2)cc1
-1 | Nc1cccc2c1C(=O)c1ccc(Cl)cc1C2=O
0 | CC(=O)c1c(C)[nH]c(C(=O)CSc2nnc(NC3CC3)s2)c1C
1 | Cc1ccc(S(=O)(=O)N2CCOCC2)cc1NC(=O)COC(=O)CNC(=O)c1ccc(Cl)cc1Cl
-3 | Cc1ccc(C(=O)NC2=NCCS2)cc1Cl
4 | O=S(=O)(c1ccccc1)N1CCN(Cc2ccccc2)c2ccccc21
1 | COc1ccccc1Oc1ccc(N2CC(C(=O)OCC(=O)c3ccc(F)cc3)CC2=O)cc1 (stereo unspecified)
-2 | Cc1c(CC(=O)NCC(=O)NCC(=O)O)c(=O)oc2c(C)c3oc4c(c3cc12)CCCC4
4 | O=C(C(=O)c1ccc(O)c(O)c1)c1ccc(O)c(O)c1
4 | Nc1ncnc2c1cnn2C1CC(O)C(CO)O1 (stereo unspecified)
5 | NC(=S)N1N=C(c2ccccc2)CC1=O
-1 | C[C@](N)(Cc1ccc(O)c(O)c1)C(=O)O
-4 | CCC1CN(C(=O)NCc2cccc(OC)c2)c2cc(Cl)ccc2O1 (stereo unspecified)
-4 | N#CCCN(C(=S)Nc1ccc(S(=O)(=O)N2CCOCC2)cc1)c1ccccc1F
1 | Oc1ccccc1Nc1nc(-c2ccccc2O)nc2ccccc12
2 | O=C(NCc1ccc2c(c1)OCO2)c1cccc(S(=O)(=O)N2CCCC2)c1
0 | O=S(=O)(c1ccccc1)N1CCC(O)(CN2CCN(c3ccccc3)CC2)CC1
9 | O=C(O)c1ccccc1C=NNc1ccc([N+](=O)[O-])cn1
82* | COc1ccc(C(=O)OCC(=O)Nc2ccc3c(c2)OCO3)cc1S(=O)(=O)N1CCOCC1
-46 | Cc1c(N2C(=O)/C(=C/c3ccc(N(C)C)cc3)N(C)C2=S)c(=O)n(-c2ccccc2)n1C
5 | Cc1ccc(OCC(=O)NNC(=S)NC(=O)c2cccs2)c(C)c1
5 | CC(=O)Nc1ccc(CCCCc2ccc(NC(C)=O)cc2)cc1
0 | O=C(O)CCc1ccc(-c2ccccc2)n1CC(=O)Nc1cccc(C(F)(F)F)c1
7 | O=c1[nH]nnc2c1cnn2-c1ccccc1
-54 | COc1cccc(NC(=O)CN(C)C(=O)/C=C/c2cn(-c3ccccc3)nc2-c2cccs2)c1
6 | COc1ccc(C2CC(=O)CCN2S(=O)(=O)c2ccc(C)cc2)cc1 (stereo unspecified)
16 | Cc1ccc(C2=NOC(=O)/C2=C\C=C\c2ccccc2)cc1

Continued.
PAFAH2 inh | canonical_smiles
-1 | NC(=O)CSc1nc2cccnc2n1-c1ccc(F)cc1
0 | Cc1ccc(C23CC4CC(CC(CN)(C4)C2)C3)cc1
4 | CN(CC(=O)Nc1cccc(F)c1)C(=O)CNC(=O)Cc1cccc2ccccc12
6 | Cc1ccc(Nc2ncnc(Cl)c2N)cc1
-5 | COC(=O)c1nn(-c2ccccc2)c(Sc2ccc(C)cc2)c1/C=N/O
8 | CN(Cc1ccc(F)cc1)C(=O)c1sccc1-c1ccccc1
2 | Cc1ccc(NC(=O)c2ccc3c(=O)n4c(nc3c2)CCC4)cc1S(=O)(=O)N(C)C
1 | Cc1ccc(NC(=O)N2CCCCCC2)c(C)c1
17 | CN(C)c1ccc(C=c2c3ccccc3n3c2c2ccccc2[n+]3C)cc1
-6 | Cc1ccc(C)[n+](CC(=O)N2CCCCC2)c1
8 | O=C(CCCCn1ccc(=O)[nH]c1=O)Nc1ccc(O)c(C(=O)O)c1
-4 | CCC1(c2ccccc2)SCC(c2ccccc2)=NC1=O (stereo unspecified)
-4 | CCCOc1ccc(C2CC(=O)Nc3cc(OC)c(OC)cc32)cc1 (stereo unspecified)
15 | O=C(N/N=C/c1cc2c3c(c1O)CCCN3CCC2)c1ccccc1O
-4 | CCOC(=O)c1ccc(S(=O)(=O)N2CCN(C3CC(=O)N(c4ccccc4C(F)(F)F)C3=O)CC2)cc1 (stereo unspecified)
-5 | CC(OC(=O)Cc1ccc(F)cc1)C(=O)N1CCc2ccccc21 (stereo unspecified)
15 | Cn1c2ccccc2c2ccc3c(c21)C(=O)C=CC3=O
5 | Cc1cc([N+](=O)[O-])nn1Cc1ccc(F)cc1
22 | O=C1c2ccc3c4c(ccc(c24)C(=O)N1CCCCO)C(=O)N(CCCCO)C3=O
-3 | CC(C)(O)C#Cc1ccc(CNC[C@H]2O[C@@H](n3cnc(C(N)=O)n3)[C@H](O)[C@@H]2O)s1
7 | NC(=O)C1(Nc2ccc(Br)cc2)CCCC1
8 | O=C(CCl)N1c2ccccc2Sc2c1ccc1ccccc21
-6 | Cc1ccc(/C=N/NC(=O)c2ccc(-n3cccc3)cc2)o1
8 | Nc1ccc(-c2c3ccccc3nc3ccccc23)cc1
3 | COc1ccc(S(=O)(=O)Nc2ccc3c(c2)C(=O)N([C@H](C)CO)C[C@H](C)[C@@H](CN(C)S(=O)(=O)c2ccc(OC)cc2)O3)cc1
4 | Cc1cc(S(=O)(=O)N2CCN(CC(=O)N(C)Cc3ccccc3)CC2)ccc1Br
-2 | CCOc1ccc2[nH]c(=O)c(CN(CCO)C(c3nnnn3C3CCCCC3)C(C)C)cc2c1 (stereo unspecified)
2 | CCNC(=S)NCC
8 | C=C(C)[C@@H]1CC=C(CO)CC1
10 | C=CCOc1ccc(/C=C2\SC(=S)N(C(C(=O)O)c3ccccc3)C2=O)cc1 (stereo unspecified)

Sorted by length of the SMILES (low to high): part of the list above
PAFAH2 inh | canonical_smiles
-3 | Cc1ccc(C(=O)NC2=NCCS2)cc1Cl
1 | O=C(NN=Cc1ccc([N+](=O)[O-])cc1)c1ccncc1
0 | CC(=O)c1c(C)[nH]c(C(=O)CSc2nnc(NC3CC3)s2)c1C
1 | Cc1ccc(S(=O)(=O)N2CCOCC2)cc1NC(=O)COC(=O)CNC(=O)c1ccc(Cl)cc1Cl

Part of the list above, with each value named.
Cc1ccc(NC(=O)N2CCCCCC2)c(C)c1
  PAFAH2 inh: 1
NC(=O)CSc1nc2cccnc2n1-c1ccc(F)cc1
  PAFAH2 inh: -1
Cc1ccc(C23CC4CC(CC(CN)(C4)C2)C3)cc1
  PAFAH2 inh: 0
Cc1ccc(Nc2ncnc(Cl)c2N)cc1
  PAFAH2 inh: 6

New compounds follow.
PAFAH2 inh | canonical_smiles
6 | C=CC1=CCN(S(=O)C(C)(C)C)[C@@H]1CCO (stereo partly specified)
11 | COc1ccccc1C(C)NC(=O)CCC(=O)N1CCN(S(=O)(=O)c2ccc(Cl)cc2)CC1 (stereo unspecified)
12 | Cc1csc(SCc2nc3sc4c(c3c(=O)[nH]2)CCC4)n1
7 | CC(C)c1cc(CNC(=O)c2cc(COc3cncc(Cl)c3)on2)on1
1 | Cc1ccc(C(=O)Nc2ncccc2S(=O)(=O)c2ccccc2)cc1
7 | CCOC(=O)c1cc2c(=O)n3cccc(C)c3nc2n(Cc2ccco2)c1=NC(=O)c1cccnc1
5 | CCN1C[C@@H]2[C@@H]3C(=O)N(C)C(=O)[C@@H]3[C@](CC)(C1=O)N2C(=O)c1ccc(Cl)cc1
7 | CC1(O)CC(C)(C)C(C#N)C(=O)N1 (stereo unspecified)
6 | Cn1nc(C(=O)NNC(=O)Cc2ccc(S(=O)(=O)N3CCOCC3)s2)c2ccccc2c1=O
-8 | CCOCCCn1c(SCC(=O)Nc2cccc(OC)c2)nc2ccccc2c1=O
-1 | N#Cc1cccnc1N1CCN(C(=O)c2ccccc2)CC1
-2 | CC(=O)Oc1ccc(N(C(C)=O)S(=O)(=O)c2ccc(C)cc2C)c2ccccc12
0 | O=C(CNC(=O)c1ccc(Br)o1)NNC(=O)c1ccccc1
-6 | COC(=O)Cn1c(C)c(/C=C/c2cc[n+](C)cc2)c2ccccc21
-4 | CC(C)(C)C(=O)Nc1ccc(C(=O)COC(=O)C2=COCCO2)cc1
-3 | O=c1cc(-c2ccccc2)oc2cc(O)ccc12
-2 | Cc1oc2c(c(C)cc3oc(=O)c(CC(=O)NCC(=O)NCC(=O)NCC(C)O)c(C)c32)c1C (stereo unspecified)
9 | COc1ccc(/C=C(/C(=O)c2cccs2)N2C=CC=CC2=C(C#N)C#N)cc1
-6 | Cc1cccn2c(CNCCc3ccco3)c(C(=O)N3CCOCC3)nc12
0 | Clc1ccc(CSc2cnnc3ccccc23)cc1Cl
-7 | CC(=O)c1cccc(NC(=O)N2CCOCC2)c1
-5 | Cc1cn(CC(=O)NCC(C)c2ccccc2)c(=O)[nH]c1=O (stereo unspecified)
1 | O=S(c1ccccc1)c1ccccc1
5 | Cn1c(N)c(C(=O)COC(=O)Cc2ccc(F)cc2)c(=O)n(C)c1=O
1 | O=c1[nH]cncc1OCc1ccccc1
0 | CC1=NN(C(=O)c2ccccc2Br)C(O)(c2ccc(Cl)cc2)C1 (stereo unspecified)
6 | COc1cc(OC)c(-c2nn3c(-c4ccco4)nnc3s2)cc1OC
-2 | Nc1o[nH]c(=O)c1Cc1ccccc1
6 | O=C(CNC(=O)c1ccc(Br)o1)Nc1ccc(F)c(S(=O)(=O)N2CCOCC2)c1
0 | Cc1ccc2cc(C#N)c(SCC(=O)NNC(=O)Cc3ccccc3)nc2c1
2 | COc1ccc(CNC(=O)C2CCN(S(=O)(=O)c3cccc(C(F)(F)F)c3)CC2)cc1
-3 | CC1CN(S(=O)(=O)c2cccc(C(=O)Nc3ccccc3N3CCOCC3)c2)CC(C)O1 (stereo unspecified)
3 | COc1ccc(NC(=O)CN(C)CC(=O)NCC2CCCCC2)cc1
12 | O=[N+]([O-])c1cccc(C=NNc2ccc3ccccc3n2)c1O
-2 | NS(=O)(=O)c1ccc(CCNC(=O)C2CCCO2)cc1 (stereo unspecified)
6 | CCOC(=O)c1ccc(NC(=O)C2(N3C(=O)c4ccccc4C3=O)CCCC2)cc1
3 | CN(CCOc1ccc(Cl)cc1)C(=O)CNS(=O)(=O)c1ccc(N(C)C)c([N+](=O)[O-])c1
1 | O=C(/C=C/c1ccccc1)CC(=O)c1ccccc1
4 | CC(OC(=O)Nc1ccccc1)C(=O)OC1CCCCC1 (stereo unspecified)
7 | O=C(O)c1cccc(N/N=C/c2cccnc2)c1
19 | Nc1c(/C=C2/C=CC(=O)C(O)=C2)c(=O)nc2sc(CC(=O)N3CCOCC3)nn12

2 entries drawn at random from the list so far, as already listed:
PAFAH2 inh | canonical_smiles
19 | Nc1c(/C=C2/C=CC(=O)C(O)=C2)c(=O)nc2sc(CC(=O)N3CCOCC3)nn12
12 | O=[N+]([O-])c1cccc(C=NNc2ccc3ccccc3n2)c1O

High-throughput results deposited in PubChem by The Scripps Research Institute Molecular Screening Center.

Not all compounds are listed; the hit share may differ from the screen's.
